Source: PubChem
HRas wt GTP: modulators of GTP binding to HRas wildtype, primary screen, biochemical, bead-based flow cytometry, multiplex; 190,000 tested, 0.14% active; GTP binding activity, % at 10 µM; AID 759, 2007; GST-Ras wt beads, Bodipy-FL-GTP binding; actives lie on both sides;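 active means GTP binding activity at least 20% away from the 100% baseline, either lowered as inhibitor or raised as activator; inconclusive means flagged as likely green fluorescent, judged across all proteins in the well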;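 further: 0% = unlabeled GTP competition control and 100% = no-compound control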
Target sequence (P01112 whole entry, looked up): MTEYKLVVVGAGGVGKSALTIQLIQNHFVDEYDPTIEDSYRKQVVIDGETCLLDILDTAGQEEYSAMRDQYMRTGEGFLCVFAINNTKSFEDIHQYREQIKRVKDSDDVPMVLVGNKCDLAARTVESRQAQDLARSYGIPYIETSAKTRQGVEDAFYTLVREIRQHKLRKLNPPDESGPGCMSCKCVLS
Avidin fluor: green autofluorescence of compounds with avidin beads – biophysical, 488/530 nm, flow cytometry, artefact control, profiling panel; compound fluorescence 488/530 nm; hits give high values; fluorescence (KMESF) at 10 µM; 220,000 tested, 0.38% active; in the data active means fluorescence above about 47; further: inactives centre near 10
Cdc42 wt GTP: modulators of GTP binding to wildtype Cdc42, primary screen, biochemical, multiplex bead flow cytometry, Bodipy-GTP | GST-Cdc42 beads; actives lie on both sides | percent activity (GTP binding), % at 10 µM | 190,000 tested, 0.2% active | Cell division control protein 42 homolog (Homo sapiens), P60953;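 active means percent activity GTP binding at least 20 points away from the 100% baseline, either down as inhibitor or up as activator; inconclusive means compound flagged as likely green fluorescent from well-wide comparison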;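 further: median bead fluorescence of bound Bodipy-FL-GTP at 100 nM; 0% = excess unlabeled GTP control and 100% = no compound control; below 100% means less GTP binding so inhibitor and above means activator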
Target sequence (P60953 whole entry, looked up): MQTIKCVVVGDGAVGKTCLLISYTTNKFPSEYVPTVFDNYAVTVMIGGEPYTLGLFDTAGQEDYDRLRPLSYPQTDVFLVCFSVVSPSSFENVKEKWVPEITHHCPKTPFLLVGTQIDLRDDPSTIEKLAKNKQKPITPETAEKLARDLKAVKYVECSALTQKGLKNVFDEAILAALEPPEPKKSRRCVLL
Mcl-1 Bim block: inhibitors of Bim peptide binding to Mcl-1, primary screen, biochemical, bead-based flow cytometry, multiplex; Induced myeloid leukemia cell differentiation protein Mcl-1 (Homo sapiens), Q07820; Bim peptide-Mcl-1 binding; inhibition, % at 10 µM; 190,000 tested, 0.1% active; AID 1009, 2008; in the data active means inhibition above about 40%;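 further: 0% = no compound tracer wells and 100% = peptide blocker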
Target sequence (Q07820 whole entry, looked up): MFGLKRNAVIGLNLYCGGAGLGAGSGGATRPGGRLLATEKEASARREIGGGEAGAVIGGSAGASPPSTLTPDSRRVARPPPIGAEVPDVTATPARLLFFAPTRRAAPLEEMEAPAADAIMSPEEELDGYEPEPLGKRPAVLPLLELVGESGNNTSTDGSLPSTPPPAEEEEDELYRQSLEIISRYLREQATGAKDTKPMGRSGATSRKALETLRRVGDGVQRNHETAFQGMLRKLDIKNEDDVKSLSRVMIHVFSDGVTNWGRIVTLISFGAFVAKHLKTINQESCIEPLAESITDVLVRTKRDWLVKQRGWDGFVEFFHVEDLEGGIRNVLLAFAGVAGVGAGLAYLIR
Rac1 wt modul: wildtype Rac1 GTP binding modulators, primary screen, biochemical, GST-Rac1 beads, flow cytometry, multiplex. Ras-related C3 botulinum toxin substrate 1 (Homo sapiens), P63000. fluorescent GTP binding; actives lie on both sides; 0 = cold GTP competed, 100 = untreated. GTP binding activity (% of control), % at 10 µM. 190,000 tested, 0.27% active. AID 757, 2007;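 active means GTP binding activity at least 20 points away from the 100% control level, either lower or higher; inconclusive means compound flagged as likely green fluorescent, judged across all proteins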
Mcl1 Bid PPI: Mcl-1/Bid binding inhibitors, primary screen, biochemical, TR-FRET, 1536-well | 220,000 tested, 0.97% active | TR-FRET Mcl-1/Bid-Dy647 peptide binding | inhibition, % at 21.7 µM | AID 1021, 2008;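 active means compounds that cut the binding signal by more than half at the single screening dose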;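 further: His-tagged Mcl-1 with europium anti-His antibody binding Bid BH3 peptide; 0% = Mcl-1 plus peptide wells and 100% = peptide-only wells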
Rab2A wt mod: modulators of GTP binding to Rab2A wildtype, primary screen, biochemical, dog, bead-based flow cytometry, multiplex. GST-Rab2 wt beads, Bodipy-GTP binding. Ras-related protein Rab-2A (Canis lupus familiaris), P61105. GTP binding activity, % at 10 µM. 190,000 tested, 0.19% active;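 active means GTP binding activity at least 20 points away from 100%, either lowered or raised; inconclusive means signal likely due to the compound's own green fluorescence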;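 further: 0% = beads with excess unlabeled GTP and 100% = no-compound control corrected for plate trend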
Mcl1 Noxa PPI: Mcl-1/Noxa binding inhibitors, primary screen, biochemical, TR-FRET, 1536-well; inhibition, % at 21.7 µM; 220,000 tested, 1.5% active; TR-FRET Mcl-1/Noxa peptide binding, 2 h; Induced myeloid leukemia cell differentiation protein Mcl-1 (Homo sapiens), Q07820;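 active means compounds that cut the protein-peptide binding signal by more than 50% relative to plate controls in a single-dose test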;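 further: His-tagged Mcl-1 with rhodamine Noxa BH3 peptide and terbium anti-His antibody; 0% = Mcl-1 plus Noxa peptide wells and 100% = peptide-only wells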
Rac1 mut GTP: GTP binding modulators of activated mutant Rac1, primary screen, biochemical, bead-based flow cytometry, multiplex, fluorescent GTP; Ras-related C3 botulinum toxin substrate 1 (Homo sapiens), P63000; GST-Rac1 activated beads; actives lie on both sides; 100% means binding = to untreated wells; percent activity (GTP binding), % at 10 µM; 190,000 tested, 0.11% active; AID 764, 2007;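 active means GTP binding at least 20 percentage points away from the 100% baseline, in either direction, so actives lie on both sides; inconclusive means Compound likely fluorescent itself, or too few beads counted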
Rab7 wt GTP bind: modulators of GTP binding to Rab7, primary screen, biochemical, wildtype, multiplex bead flow cytometry. Rab7 GTPase wild type (dog), Bodipy-FL-GTP binding. GTP binding activity (percent of control), % at 10 µM. 190,000 tested, 0.055% active. GST-Rab7 beads, fluorescent GTP binding; actives lie on both sides; untreated = 100%, excess cold GTP = 0%. AID 758, 2007;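 active means fluorescent GTP binding to Rab7 beads changed by at least 20 points from the 100% baseline, either direction, mostly lower; inconclusive means compound itself probably fluorescent, or too few beads counted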;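 further: median green fluorescence of bound Bodipy-FL-GTP per Rab7 bead population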
Pf gamet viab: late stage P. falciparum gametocyte viability inhibitors, primary screen, ATP luminescence, HTS; P. falciparum stage V gametocytes, 24 h; inhibition, % at 10.9 µM; 150,000 tested, 0.065% active;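 active means inhibition above the mean plus 3 SD of compounds within the control limits, set per campaign, cut at about 38% in these data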;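 further: 0% = DMSO wells and 100% = medium only without gametocytes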
* = called active by the depositor; ? = inconclusive; . = no result given.

SMILES	HRas wt GTP	Avidin fluor	Cdc42 wt GTP	Mcl-1 Bim block	Rac1 wt modul	Mcl1 Bid PPI	Rab2A wt mod	Mcl1 Noxa PPI	Rac1 mut GTP	Rab7 wt GTP bind	Pf gamet viab
O=c1c(-c2ccco2)[n+]([O-])c2ccccc2n1OCc1ccccc1F	102	9	101	1	102	-10	101	1	99	102	5
CCOc1ccc(Oc2c(/C=N/NC(C)=O)c(C)nn2-c2ccccc2)cc1	98	5	99	-2	101	-16	98	3	98	101	.
c1ccc(-c2cn3c(n2)CCc2ccc4cccnc4c2-3)cc1	103	8	103	-1	102	-84	102	-91	101	103	21
Cc1ccc(-n2ncc3c(NCc4ccco4)ncnc32)c(C)c1	99	7	98	-1	98	-21	99	13	96	101	.
C=CCN1CC(O)=C(c2ccccc2)C1=N	99	14	97	2	98	-3	97	1	96	95	.
Cc1noc(COc2ccc(OCc3nc(C)no3)cc2)n1	103	8	104	4	106	-20	101	14	101	102	15
O=C(O)c1cc(-c2cccs2)nc2cc3c(cc12)OCCO3	98	8	98	0	100	14	94	12	96	96	.
NC(=O)c1ccc(NC(=O)COC(=O)/C=C/c2cccs2)cc1	97	10	95	-1	102	-13	96	-12	95	97	-27
O=C(/C=C/c1ccc([N+](=O)[O-])cc1)NCc1cccnc1	97	13	98	1	97	-9	98	-6	92	97	5
CCN(CC(=O)Nc1ccc2c(c1)OCCO2)c1nc(-c2cccnc2)nc2ccccc12	106	12	103	1	104	-54	102	15	97	106	.
C/C(=N/NC(=O)CNC(=O)c1ccccn1)c1ccccc1	105	8	104	-4	107	-34	106	15	102	106	10
O=C(O)CCC(NS(=O)(=O)c1ccc(-c2ccccc2)cc1)C(=O)O (centres undefined)	90	9	92	2	86	18	90	22	89	99	.
CCOC(=O)N1CCC2(CC1)C(C#N)=C(N)Oc1c2c(C)nn1-c1cccc(Cl)c1	?	14	?	0	?	-66	?	19	?	?	18
COc1cc(CCC(=O)Nc2cccc(C(F)(F)F)c2)cc(OC)c1OC	97	24	101	-5	103	-9	94	0	99	98	.
Cc1ccc(CN(Cc2ccccc2)C(=S)NCC(=O)NCc2cccnc2)o1	90	19	91	0	88	-34	89	13	91	94	-42
COc1ccc(NC(=O)CSc2nc(C)cc(C)n2)cc1	101	7	103	0	102	-7	102	-26	99	101	.
O=C(c1ccco1)N1CCN(c2ncnc3scc(-c4ccc(F)cc4)c23)CC1	102	6	97	3	103	2	99	6	98	103	.
Cc1c(Cl)c(C(=O)NNC(=S)NCc2ccco2)nn1C	99	23	98	-4	101	-41	100	-44	95	99	.
OCCN1CCN(C(c2cccs2)c2ccc3cccnc3c2O)CC1 (centres undefined)	103	4	102	4	104	82*	102	95*	97	103	.
CCN(CC)CCCNC(=O)c1cn(C)c2ccc(S(=O)(=O)N(C)C)cc2c1=O	101	29	104	0	106	10	103	-15	98	99	.
CCCn1cc(CN2CCC(Cc3ccccc3)(C(=O)OCC)CC2)c(C)n1	100	6	98	-3	102	-34	96	7	98	96	-19
CCOC(=O)N1CCN(S(=O)(=O)c2ccc(OCC(=O)OC)c(C)c2)CC1	103	7	103	0	107	-10	99	1	101	99	-1
Cc1cccc(C(=O)N[C@H](C(=O)OCc2cc(=O)n3c(n2)sc2ccccc23)C(C)C)c1	99	5	99	12	99	-27	99	69*	95	96	4
CCOC(=O)N1CCN(CC(=O)Nc2ccc(OC)cc2)CC1	95	27	93	2	95	2	95	1	95	98	.
COc1cc(C(=O)Nc2nnc(C(F)(F)F)s2)c([N+](=O)[O-])cc1OC	94	10	89	0	97	-17	92	14	93	92	-9
O=C(/C=C/c1ccccc1Cl)N(Cc1ccccc1)C1CCS(=O)(=O)C1 (centres undefined)	98	15	103	-4	103	-38	98	11	101	102	30
Cn1nnnc1SCC(=O)Nc1ccc2c(c1)OCCO2	98	11	98	0	95	-7	99	11	92	103	.
Cc1ccc(C)c(NC(=O)CN(C)C(=O)COc2ncnc3sccc23)c1	100	13	101	-1	101	-20	99	10	99	96	7
CCn1nc([N+](=O)[O-])c(C(C#N)c2nc3ccccc3n2C)c(Cl)c1=O (centres undefined)	95	12	92	3	95	-17	92	15	93	94	.
O=C(N/N=C/c1cc([N+](=O)[O-])ccc1O)c1ccc2c(c1)OCCO2	93	5	96	2	94	-44	90	-29	93	95	3
CCOC(=O)C(CC)n1cnc2c(nnn2-c2ccc(C)cc2)c1=O (centres undefined)	99	8	102	0	98	-12	96	-4	97	98	.
COc1ccc(C(=O)NCc2ccc(-n3cccc3)cc2)cc1OC	98	8	98	2	97	-28	98	15	98	103	-10
COCCNC(=S)NCc1ccc2[nH]c3c(c2c1)CCCC3	99	23	96	1	100	-47	95	5	95	104	.
O=C(NCc1ccc(Cl)cc1)c1cc([N+](=O)[O-])ccc1Cl	100	9	100	-1	102	-14	97	-2	96	96	-7
Nc1ccn(-c2ncc(C(F)(F)F)cc2Cl)c(=O)n1	95	9	98	-1	96	-35	94	4	95	98	15
Cc1cccc(C)c1OCc1n[nH]c(=S)o1	100	19	103	3	108	-6	99	17	100	95	.
Cc1nnc(SCC2=C(C(=O)O)N3C(=O)C(NC(=O)Cn4ncc(Cl)c4C)C3SC2)s1 (centres undefined)	97	8	94	-1	98	-42	96	27	93	105	.
Cc1nc(S(=O)(=O)Cc2ccccc2)nc2c1CCC2	97	6	98	0	101	-45	98	13	99	96	17
CC(=O)Nc1cc2c(cc1C(=O)c1ccccc1)OCCO2	98	11	97	0	99	-16	102	-1	94	100	0
CCCSc1nnc(NC(=O)Nc2ccc(F)cc2)s1	95	8	96	1	93	12	93	3	94	94	.
CCOc1ccc(OCC)c(NC(=O)CSc2nc3c(c(=O)n(C)c(=O)n3C)n2C(C)C)c1	98	27	100	-1	102	1	98	-3	96	98	.
Cc1ccc(NC(=S)N2CCCC(O)C2)cc1 (centres undefined)	102	9	99	0	98	-29	97	13	94	94	.
COc1ccccc1/C=N/n1c(N)c(S(=O)(=O)c2cccs2)c2nc3ccccc3nc21	97	34	98	1	99	7	95	10	97	97	3
c1ccc(-c2nnc(-c3ccccn3)nc2NC2CCCCC2)cc1	98	7	100	0	103	-48	99	-60	99	94	.
O=C(Nc1cccc(OC(=O)c2ccco2)c1)c1ccco1	103	18	108	-3	104	-18	107	6	97	106	.
CN(CCC(=O)Nc1ccc(Br)cc1)Cc1ccccc1	103	34	104	-3	107	-2	102	5	101	101	.
Cn1c(SCC(=O)N=Nc2c(O)[nH]c3ccccc23)nc2ccccc21	96	14	97	-7	97	83*	96	42	96	98	.
CCN(Cc1ccccc1)C(=O)CSc1nc(C)cc2c1C(=O)OC2	99	10	101	0	91	-23	104	19	97	99	-15
CC(C)CCN1CN(S(=O)(=O)c2cccs2)c2nc3ccccc3nc21	?	6	?	1	?	-24	?	6	?	?	.
CC(C)[C@H](NC(=O)c1cccc(S(=O)(=O)N2CCOCC2)c1)C(=O)Nc1nccs1	97	10	101	0	98	-15	99	20	95	96	-2
CCOC(=O)CSC(CC)C(=O)Nc1nnc(C(C)C)s1 (centres undefined)	100	6	102	1	103	-7	101	31	98	100	.
Cc1ccc(S(=O)(=O)N2CCCC2C(=O)Nc2nc3c(s2)CCCC3)cc1 (centres undefined)	105	11	105	-5	109	-12	102	-3	98	106	8
Nc1[nH]ncc1-c1ccc(Cl)cc1	100	22	99	0	102	-23	98	3	96	100	-8
Cc1nc2ccccc2nc1N1CCC(C)CC1	90	9	92	6	88	-2	90	-2	90	89	.

An excerpt of these results, with bars between the fields.
smiles | HRas wt GTP | Avidin fluor | Cdc42 wt GTP | Mcl-1 Bim block | Rac1 wt modul | Mcl1 Bid PPI | Rab2A wt mod | Mcl1 Noxa PPI | Rac1 mut GTP | Rab7 wt GTP bind | Pf gamet viab
CCOc1ccc(OCC)c(NC(=O)CSc2nc3c(c(=O)n(C)c(=O)n3C)n2C(C)C)c1 | 98 | 27 | 100 | -1 | 102 | 1 | 98 | -3 | 96 | 98 | .
Cc1ccc(NC(=S)N2CCCC(O)C2)cc1 (centres undefined) | 102 | 9 | 99 | 0 | 98 | -29 | 97 | 13 | 94 | 94 | .
COc1ccccc1/C=N/n1c(N)c(S(=O)(=O)c2cccs2)c2nc3ccccc3nc21 | 97 | 34 | 98 | 1 | 99 | 7 | 95 | 10 | 97 | 97 | 3
c1ccc(-c2nnc(-c3ccccn3)nc2NC2CCCCC2)cc1 | 98 | 7 | 100 | 0 | 103 | -48 | 99 | -60 | 99 | 94 | .
O=C(Nc1cccc(OC(=O)c2ccco2)c1)c1ccco1 | 103 | 18 | 108 | -3 | 104 | -18 | 107 | 6 | 97 | 106 | .
CN(CCC(=O)Nc1ccc(Br)cc1)Cc1ccccc1 | 103 | 34 | 104 | -3 | 107 | -2 | 102 | 5 | 101 | 101 | .
Cn1c(SCC(=O)N=Nc2c(O)[nH]c3ccccc23)nc2ccccc21 | 96 | 14 | 97 | -7 | 97 | 83* | 96 | 42 | 96 | 98 | .
CCN(Cc1ccccc1)C(=O)CSc1nc(C)cc2c1C(=O)OC2 | 99 | 10 | 101 | 0 | 91 | -23 | 104 | 19 | 97 | 99 | -15
CC(C)CCN1CN(S(=O)(=O)c2cccs2)c2nc3ccccc3nc21 | ? | 6 | ? | 1 | ? | -24 | ? | 6 | ? | ? | .
CC(C)[C@H](NC(=O)c1cccc(S(=O)(=O)N2CCOCC2)c1)C(=O)Nc1nccs1 | 97 | 10 | 101 | 0 | 98 | -15 | 99 | 20 | 95 | 96 | -2
